N370S GC mod = inhibitors or activators of N370S glucocerebrosidase for Gaucher disease | P04062 | hit rate 0.092% among 330,000 | Potency, µM (series often up to 59.4 µM), inactives show top-dose activity change, negative = inhibition, usual class: inhibitors | AID 2101 | N370S GC spleen homogenate, 4MU-glucoside fluorescence;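 further: 0% = full enzyme activity and -100% = no enzyme basal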
KAT2A inh = blocks human GCN5L2 histone acetyltransferase; Q92830; GCN5L2 HAT assay, ThioGlo1 CoA-SH fluorescence; Potency, µM (titrated, usually from 58.9 µM), without a hit: at the top dose activity change, negative = inhibition, usual class: inhibitors; hit rate 0.21% among 390,000; AID 504327
Target sequence (Q92830 whole entry, looked up): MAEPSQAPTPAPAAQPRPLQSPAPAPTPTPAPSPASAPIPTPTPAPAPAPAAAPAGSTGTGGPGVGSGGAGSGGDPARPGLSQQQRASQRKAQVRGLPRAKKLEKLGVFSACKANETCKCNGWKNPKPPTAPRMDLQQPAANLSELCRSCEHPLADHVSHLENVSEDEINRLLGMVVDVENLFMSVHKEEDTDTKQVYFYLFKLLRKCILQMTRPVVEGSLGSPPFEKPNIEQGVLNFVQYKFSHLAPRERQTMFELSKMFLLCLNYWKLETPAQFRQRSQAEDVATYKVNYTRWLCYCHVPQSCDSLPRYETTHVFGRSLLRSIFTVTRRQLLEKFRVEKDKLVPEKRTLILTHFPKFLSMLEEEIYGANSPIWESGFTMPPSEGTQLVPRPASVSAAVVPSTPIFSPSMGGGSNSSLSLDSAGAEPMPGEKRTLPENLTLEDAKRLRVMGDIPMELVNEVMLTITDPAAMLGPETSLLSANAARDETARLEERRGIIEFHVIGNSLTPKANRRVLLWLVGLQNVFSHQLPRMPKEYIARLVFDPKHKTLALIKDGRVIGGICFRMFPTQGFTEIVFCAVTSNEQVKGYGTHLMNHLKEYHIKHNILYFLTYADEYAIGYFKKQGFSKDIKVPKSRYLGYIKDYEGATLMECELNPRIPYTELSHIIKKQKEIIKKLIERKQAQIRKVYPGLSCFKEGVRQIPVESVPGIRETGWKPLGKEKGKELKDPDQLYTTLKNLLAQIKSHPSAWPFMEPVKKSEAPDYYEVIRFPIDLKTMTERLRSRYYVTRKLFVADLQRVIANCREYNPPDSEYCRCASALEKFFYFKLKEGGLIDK
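Titration-based screen in which CoA formation is detected via maleimide probe ThioGlo1 (50uM) turning fluorescent on thiol reaction; substrates H3(1-25) 75uM and acetyl-CoA 70uM, GCN5L2 20nM, 20 min incubation at room temperature.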
FEN1 inh = blocks human flap endonuclease 1 | Potency, µM (highest dose often 114 µM), inactives show top-dose activity change, negative = inhibition, actives largely listed as inhibitors | AID 588795 | P39748 | Recombinant FEN1 flap cleavage, fluorescence, 15 min | hit rate 0.35% among 390,000; further: nearly all actives have a fitted effect of over 65% in size
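Quantitative HTS format: each compound was titrated, incubated with 10 nM nuclease for 15 min at room temperature, then challenged with flap substrate at 50 nM final. Signal change over 15 min gave concentration–effect curves.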
Numbers without * were called inactive; & = joins results of further samples; [ ] = remark or other dose. The call rests on the fitted dose curve; in most records, active means well fitted curve in the direction sought with a large enough effect; inconclusive means small, poorly fitted or top-dose-only effect, or another doubt; inactive means no such curve, though single readings can be large; an effect the other way counts as inactive or inconclusive. Unless noted, on the % scale 0 is the no-effect control and ±100 the full control effect; potency means the concentration at half of the fitted maximal effect. Only part of the results is shown. The share of hits here may be higher or lower than overall.

For CC(C)N1CCN(Cc2cccn2-c2ccccn2)CC1CCO (stereo not given) the results were N370S GC mod -3%, KAT2A inh -18% and FEN1 inh 20%.
For COCCNC(=O)NC(=O)CSc1nc(C)c(C)c(C)n1 the results were N370S GC mod 5%, KAT2A inh 1% and FEN1 inh 5%.
For Clc1ccc(Nc2nc(-c3ccccc3)c3ccccc3n2)c(Cl)c1 the results were KAT2A inh -8% and FEN1 inh 14%.
Screening CC1(C(=O)OCc2cc(=O)n3cc(Br)ccc3n2)CC1(Cl)Cl (stereo not given) returned N370S GC mod 1%, KAT2A inh -2% and FEN1 inh -21%.
Screening CCCCN(C(=O)CSc1nnnn1C)c1c(N)n(Cc2ccccc2)c(=O)[nH]c1=O returned N370S GC mod -6%, KAT2A inh -9% and FEN1 inh -7%.
`COCCn1c(Cc2ccccc2)nnc1SCC(=O)NC(C)C` gave N370S GC mod 1%, KAT2A inh -3% and FEN1 inh 0%.
Screening O=C(NCc1ccccc1)Nc1cccc2ccccc12 returned N370S GC mod 1%, KAT2A inh -17% and FEN1 inh 18%.
`Clc1ccsc1-c1ccnc(-n2cccc2)n1` gave N370S GC mod 14%, KAT2A inh -23% and FEN1 inh 14%.
`CC1=C(c2ccc(F)cc2)S(=O)(=O)N=C1N1CCC(C(=O)NCCc2cccc(C)c2)CC1` gave KAT2A inh -13% and FEN1 inh -4%.
`CCn1c(CCCOc2ccc(Cl)cc2Cl)nnc1SCC(=O)Nc1cc(F)ccc1C` gave N370S GC mod 11%, KAT2A inh -1% and FEN1 inh -23%.
CCOC(=O)c1ccc(S(=O)(=O)N2CCN(C/C=C/c3ccccc3)CC2)cc1 was read as KAT2A inh -7% and FEN1 inh 5%.
O=S(=O)(c1cccc(S(=O)(=O)N2CCCC2)c1)c1cccc(S(=O)(=O)N2CCCC2)c1 was read as N370S GC mod -5%, KAT2A inh -3% and FEN1 inh 9%.
For Cc1ccc(C)c(NC(=S)N2CCC(NC(=O)c3ccccc3)CC2)c1 the results were N370S GC mod -1%, KAT2A inh -1% and FEN1 inh 3%.
`O=C(CN1C(=O)COc2ccccc21)N1CCc2ccccc2C1` gave N370S GC mod 4%, KAT2A inh -5% and FEN1 inh -3%.
For O=S(=O)(Nc1ccon1)c1ccc(F)c(F)c1 the results were N370S GC mod -2%, KAT2A inh -14% and FEN1 inh 7%.
O=C(NCc1cccc(Cl)c1)c1cnc(N2CCOCC2)c2ccccc12 was read as KAT2A inh 0% and FEN1 inh -16%.
CC(OC(=O)Cn1cnc2ccccc2c1=O)C(=O)NCc1ccccc1 (stereo not given) was read as N370S GC mod -3%, KAT2A inh 1% and FEN1 inh 1%.
CCc1ccccc1NC(=O)CCC(=O)c1cccs1 was read as N370S GC mod -1%, KAT2A inh -23% and FEN1 inh -4%.
`O=C(CCCn1c(=O)[nH]c2cc(Cl)ccc2c1=O)NCC1CCCO1` (stereo not given) gave N370S GC mod 3%, KAT2A inh 2% and FEN1 inh 4%.
For Cc1cccc(C(=O)N2CCN=C2SCc2ccc([N+](=O)[O-])cc2)c1 the results were N370S GC mod 3%, KAT2A inh 4% and FEN1 inh -11%.

Continued, overlapping the part above by 3 compounds.
CCc1ccccc1NC(=O)CCC(=O)c1cccs1 was read as N370S GC mod -1%, KAT2A inh -23% and FEN1 inh -4%.
`O=C(CCCn1c(=O)[nH]c2cc(Cl)ccc2c1=O)NCC1CCCO1` (stereo not given) gave N370S GC mod 3%, KAT2A inh 2% and FEN1 inh 4%.
For Cc1cccc(C(=O)N2CCN=C2SCc2ccc([N+](=O)[O-])cc2)c1 the results were N370S GC mod 3%, KAT2A inh 4% and FEN1 inh -11%.
`O=C(O)CC(NC(=O)Cc1ccc([N+](=O)[O-])cc1)c1ccc2c(c1)OCO2` (stereo not given) gave N370S GC mod -5%, KAT2A inh -5% and FEN1 inh -2%.
CCC(C(=O)NCCc1ccc(OC)c(OC)c1OC)n1nc(C)c2sc3ccccc3c2c1=O (stereo not given) was read as KAT2A inh -10% and FEN1 inh 14%.
`Cc1ccc(NC(=O)c2cc(N3C(=O)CCC3=O)ccc2N2CCOCC2)cc1` gave N370S GC mod -6%, KAT2A inh -5% and FEN1 inh -1%.
Screening CNC(=O)c1cc(C(=O)c2ccc(Cl)cc2)c(Br)[nH]1 returned N370S GC mod -11%, KAT2A inh -5% and FEN1 inh 9%.
`CCC(=O)Nc1cccc(NC(=S)NC(=O)c2cccc(C)c2)c1` gave N370S GC mod -12%, KAT2A inh 3% and FEN1 inh -14%.
`COc1ncc2nc(-c3cn(C)c4ccccc34)c(=O)n(CCC#N)c2n1` gave N370S GC mod -2% and KAT2A inh -27%.
CCOC(=O)c1ccc(NC(=O)Nc2ccc(F)cc2)cc1 was read as N370S GC mod -2%, KAT2A inh -3%[0.501 µM] and FEN1 inh -1%.
`Cc1cc(C)c2c(=O)[nH]c(SCC(=O)Nc3ccccc3)nc2n1` gave N370S GC mod 12%, KAT2A inh -6% and FEN1 inh 6%.
Cc1ccc(C(=O)N/C(=C\c2ccc([N+](=O)[O-])cc2)C(=O)NCCc2ccccc2)cc1 was read as N370S GC mod 0%, KAT2A inh -14% and FEN1 inh -1%.
CC(=O)Nc1ccc(S(=O)(=O)N2CCC(C(=O)NCc3ccncc3)CC2)cc1 was read as N370S GC mod -3%, KAT2A inh 1% and FEN1 inh -2%.
`CCCCn1c(N)c(N(CCOC)C(=O)CSc2nnc(-c3ccncc3)n2CCC)c(=O)[nH]c1=O` gave N370S GC mod 3%, KAT2A inh -4% and FEN1 inh 0%.
CC(C)(C)OC(=O)N1CCC(c2c(C(=O)N3CCCCC3)cnn2-c2ccc(F)cc2)CC1 was read as KAT2A inh -27% and FEN1 inh -11%.
Cc1ccc(NC(=O)c2cc(S(=O)(=O)N3CCOCC3)ccc2F)c(C)c1 was read as N370S GC mod 1%[2.35 µM], KAT2A inh -3% and FEN1 inh 0%.
Screening COc1ccc(C2C3C=CCC(c4cccc(/C=C/c5ccccc5)c4)C3C(=O)N2Cc2ccccc2)cc1Cl (stereo not given) returned N370S GC mod -3% and FEN1 inh -4%.
Cc1ccc(C(=O)N/C(=C\c2cccnc2)c2nc3ccccc3[nH]2)cc1 was read as N370S GC mod 2%, KAT2A inh 30%[activator] and FEN1 inh -4%.
O=C(NCCN1CCOCC1)c1ccc(NC(=O)C2COc3ccccc3O2)cc1 (stereo not given) was read as N370S GC mod 1%, KAT2A inh -4% and FEN1 inh 4%.
CCN(CC(=O)Nc1c(F)cccc1F)C(=O)c1ccc2c(c1)S(=O)(=O)N=C1CCCCCN12 was read as N370S GC mod -14%, KAT2A inh -3% and FEN1 inh -10%.
CCOC(=O)c1cnn2c(N)c(C#N)nnc12 was read as N370S GC mod inconclusive, KAT2A inh -3% and FEN1 inh -6%.
Screening CC(C)[C@H](NC(N)=O)C(=O)NNC(=O)COc1cccc(C(F)(F)F)c1 returned N370S GC mod 5%, KAT2A inh 27% and FEN1 inh 23%.
`CN(c1ccc(C(=O)Nc2ccc3c(c2)n(C)c(=O)n3C)cc1)S(C)(=O)=O` gave N370S GC mod inconclusive, KAT2A inh 8% and FEN1 inh -1%.

Reprinted from the part before: three entries, then new ones.
CCOC(=O)c1cnn2c(N)c(C#N)nnc12 was read as N370S GC mod inconclusive, KAT2A inh -3% and FEN1 inh -6%.
Screening CC(C)[C@H](NC(N)=O)C(=O)NNC(=O)COc1cccc(C(F)(F)F)c1 returned N370S GC mod 5%, KAT2A inh 27% and FEN1 inh 23%.
`CN(c1ccc(C(=O)Nc2ccc3c(c2)n(C)c(=O)n3C)cc1)S(C)(=O)=O` gave N370S GC mod inconclusive, KAT2A inh 8% and FEN1 inh -1%.
`Cc1onc(-c2c(F)cccc2Cl)c1C(=O)NCCc1ccncc1` gave N370S GC mod -9%, KAT2A inh 0% and FEN1 inh 0%.
For Cc1cc(Cl)nc(-n2nc(C)cc2C)n1 the results were N370S GC mod 5%, KAT2A inh -5% and FEN1 inh -1%.
For Cc1ccc(CSc2nnc(CC(=O)Nc3ccc(C)cc3)n2C)cc1 the results were KAT2A inh -2% and FEN1 inh 3%.
For CCOC(=O)c1[nH]c(=O)c2ccccc2c1O the results were N370S GC mod 13%, KAT2A inh -16% and FEN1 inh -2%.
COC(=O)CCCn1c(C)cc(C(=O)CCl)c1C was read as N370S GC mod 4%, KAT2A inh 19% and FEN1 inh 3%.
`Cc1ccccc1CN1CCN(c2ccc(S(=O)(=O)N3CCCC3)cn2)CC1` gave KAT2A inh 0% and FEN1 inh -2%.
For COc1ccc(C(=O)N/N=C2\CCS(=O)(=O)c3ccc(F)cc32)cc1OC the results were N370S GC mod -11%, KAT2A inh -2% and FEN1 inh 21%.
`Fc1ccc(C2c3[nH]c4ccccc4c3CCN2Cc2ccoc2)cc1` (stereo not given) gave N370S GC mod 2%, KAT2A inh -7% and FEN1 inh inconclusive.
Cc1cc(N2CCN(c3ccccc3F)CC2)nc2cc(O)ccc12 was read as N370S GC mod -15%, KAT2A inh 13µM* and FEN1 inh -6%.
`CN(CC(=O)Nc1ccccc1Cl)C(=O)C1CSC2(C)CCC(=O)N12` (stereo not given) gave KAT2A inh -3% and FEN1 inh -3%.

Structures from the list above containing bromine (2):
Screening CC1(C(=O)OCc2cc(=O)n3cc(Br)ccc3n2)CC1(Cl)Cl (stereo not given) returned N370S GC mod 1%, KAT2A inh -2% and FEN1 inh -21%.
Screening CNC(=O)c1cc(C(=O)c2ccc(Cl)cc2)c(Br)[nH]1 returned N370S GC mod -11%, KAT2A inh -5% and FEN1 inh 9%.

The list continues:
`COc1ccc(CNC(=O)CCn2c(C)csc2=O)cc1` gave KAT2A inh 4% and FEN1 inh 19%.
`COc1ccc(OCC(=O)N2CCc3c([nH]c4ccccc34)C2c2ccccn2)cc1` (stereo not given) gave N370S GC mod 21%, KAT2A inh -7% and FEN1 inh -20%.
For O=C(COc1coc(CN2CCc3ccccc32)cc1=O)Nc1cccc(F)c1 the results were N370S GC mod 1%, KAT2A inh -3% and FEN1 inh 1%.
`Cc1cc(NC(=O)CSc2nc3c([nH]c4ccccc43)c(=O)n2-c2cccc(Cl)c2)no1` gave KAT2A inh -3% and FEN1 inh 20%.
For CCOc1ccc(N(CC(=O)Nc2ccc(OC)cc2)C2=NC3CS(=O)(=O)CC3S2)cc1 (stereo not given) the results were N370S GC mod -21%, KAT2A inh -1% and FEN1 inh -10%.
Screening C=CCC(NCc1ccccc1)c1ccc(Cl)cc1 (stereo not given) returned N370S GC mod inconclusive, KAT2A inh -5% and FEN1 inh 1%.
Screening Cc1nc(NC(=O)c2oc3ccccc3c2C)sc1C(=O)N(C)C returned N370S GC mod 9%, KAT2A inh -8% and FEN1 inh 9%.
O=C1C=C(Nc2ccccc2)CC(c2ccccc2)C1 (stereo not given) was read as N370S GC mod -5%, KAT2A inh 0% and FEN1 inh -4%.
O=C(CCC(=O)N1CCOc2ccccc21)NCCN1CCOCC1 was read as N370S GC mod 0%, KAT2A inh -2% and FEN1 inh -9%.
Screening Cc1cccc(OCC(=O)N(Cc2ccccc2)c2ccccn2)c1 returned KAT2A inh -1% and FEN1 inh 13%.
For CC(C)(C)OC(=O)NCCc1nnc(SCC(N)=O)o1 the results were N370S GC mod -10%, KAT2A inh -8% and FEN1 inh -2%.
For CSc1ncccc1C(=O)OCc1ccc(C#N)cc1 the results were N370S GC mod 21%, KAT2A inh 0% and FEN1 inh 1%.
Screening CCNC(=S)N/N=C/c1ccc(OCC(=O)Nc2ccc(OC)cc2)c(OC)c1 returned N370S GC mod -6%, KAT2A inh -1% and FEN1 inh -13%.
For O=C(O)CCN1C(=O)c2ccc(NC(=O)C(c3ccccc3)c3ccccc3)cc2C1=O the results were N370S GC mod 4%, KAT2A inh -7% and FEN1 inh -6%.
For CN(C)/C=N/c1sc2c(c1C(N)=O)CCCC2 the results were N370S GC mod inconclusive, KAT2A inh -1% and FEN1 inh 2%.
For COc1ccc(-c2cn[nH]c2-c2ccc(O)cc2O)cc1 the results were N370S GC mod -21%, KAT2A inh 0% and FEN1 inh -11%.
Screening CCn1cc(C(=O)OCC(=O)c2cc(C)n(-c3ccccc3F)c2C)c(=O)c2ccc(C)nc21 returned N370S GC mod 23%, KAT2A inh -5% and FEN1 inh -4%.
O=C(Nc1ccc2c(c1)OCCO2)c1ccc(S(=O)(=O)N2CCCCC2)cc1 was read as N370S GC mod -1%, KAT2A inh -11% and FEN1 inh -17%.
CCCn1nc(C(=O)Nc2cccc(S(=O)(=O)N(C)c3ccccc3)c2)c2ccccc2c1=O was read as KAT2A inh -11% and FEN1 inh 0%.
`Cc1c(C)n(C)c2ccc(C(=O)NCCCN3CCCCC3)cc12` gave N370S GC mod 1%, KAT2A inh 0%&-15% and FEN1 inh inconclusive.
CCN(CCO)c1nc(N2CCCCC2)c2cnn(C)c2n1 was read as N370S GC mod inconclusive, KAT2A inh -4% and FEN1 inh 2%.
For Cc1noc(C)c1COC(=O)CCc1nc2ccccc2c(=O)[nH]1 the results were N370S GC mod 6%, KAT2A inh -5% and FEN1 inh -11%.

Compound activity deposited in PubChem BioAssay by National Center for Advancing Translational Sciences (NCATS).
